NCOA1 inh: human NCOA1 inhibition. Q15788. HEK293 GAL4-SRC1 luciferase reporter, luminescence. inhibition, % at 3.6 µM. hit rate 0.12% among 360,000. AID 588354;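 active = inhibition above the campaign mean plus 3 SD, with each screening campaign given its own cutoff, cut at about 60% in these data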;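 note: 0% = DMSO treated cells and 100% = gossypol at 36 µM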
TRAIL sens C8: sensitizes caspase-8 expressing cells to TRAIL. NB7+C8 cells + TRAIL, ATPlite viability luminescence. inhibition (viability loss, TRAIL sensitization), % at 10 µM. hit rate 1% among 360,000. AID 624354;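 active = compounds causing at least 50% loss of cell viability in the single-dose screen, relative to plate controls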
KKLEB tox: reduces viability of KKLEB cystic fibrosis airway cells | KKLEB CF airway cells viability, ATPlite luminescence, overnight; stronger effect = lower value; cells stimulated with P. aeruginosa culture filtrate | activity change (cytotoxicity), % at 5 µM | hit rate 0.36% among 360,000;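 active = corrected activity change at or below -50% at 5 µM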
NCOA3 inh: inhibitors of human steroid receptor coactivator 3 (SRC3). inhibition, % at 3.6 µM. HEK293 GAL4-SRC3 luciferase reporter, luminescence. hit rate 0.17% among 360,000;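 active = inhibition above a per-campaign cutoff, the mean of all compounds plus 3 SD, cut at about 60% in these data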;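 note: 0% = DMSO-treated cells and 100% = gossypol-treated cells at 36 µM; higher means less SRC3-driven luciferase light from the GAL4 reporter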
Target sequence (Q9Y6Q9 whole entry, looked up, the tested form may be a part): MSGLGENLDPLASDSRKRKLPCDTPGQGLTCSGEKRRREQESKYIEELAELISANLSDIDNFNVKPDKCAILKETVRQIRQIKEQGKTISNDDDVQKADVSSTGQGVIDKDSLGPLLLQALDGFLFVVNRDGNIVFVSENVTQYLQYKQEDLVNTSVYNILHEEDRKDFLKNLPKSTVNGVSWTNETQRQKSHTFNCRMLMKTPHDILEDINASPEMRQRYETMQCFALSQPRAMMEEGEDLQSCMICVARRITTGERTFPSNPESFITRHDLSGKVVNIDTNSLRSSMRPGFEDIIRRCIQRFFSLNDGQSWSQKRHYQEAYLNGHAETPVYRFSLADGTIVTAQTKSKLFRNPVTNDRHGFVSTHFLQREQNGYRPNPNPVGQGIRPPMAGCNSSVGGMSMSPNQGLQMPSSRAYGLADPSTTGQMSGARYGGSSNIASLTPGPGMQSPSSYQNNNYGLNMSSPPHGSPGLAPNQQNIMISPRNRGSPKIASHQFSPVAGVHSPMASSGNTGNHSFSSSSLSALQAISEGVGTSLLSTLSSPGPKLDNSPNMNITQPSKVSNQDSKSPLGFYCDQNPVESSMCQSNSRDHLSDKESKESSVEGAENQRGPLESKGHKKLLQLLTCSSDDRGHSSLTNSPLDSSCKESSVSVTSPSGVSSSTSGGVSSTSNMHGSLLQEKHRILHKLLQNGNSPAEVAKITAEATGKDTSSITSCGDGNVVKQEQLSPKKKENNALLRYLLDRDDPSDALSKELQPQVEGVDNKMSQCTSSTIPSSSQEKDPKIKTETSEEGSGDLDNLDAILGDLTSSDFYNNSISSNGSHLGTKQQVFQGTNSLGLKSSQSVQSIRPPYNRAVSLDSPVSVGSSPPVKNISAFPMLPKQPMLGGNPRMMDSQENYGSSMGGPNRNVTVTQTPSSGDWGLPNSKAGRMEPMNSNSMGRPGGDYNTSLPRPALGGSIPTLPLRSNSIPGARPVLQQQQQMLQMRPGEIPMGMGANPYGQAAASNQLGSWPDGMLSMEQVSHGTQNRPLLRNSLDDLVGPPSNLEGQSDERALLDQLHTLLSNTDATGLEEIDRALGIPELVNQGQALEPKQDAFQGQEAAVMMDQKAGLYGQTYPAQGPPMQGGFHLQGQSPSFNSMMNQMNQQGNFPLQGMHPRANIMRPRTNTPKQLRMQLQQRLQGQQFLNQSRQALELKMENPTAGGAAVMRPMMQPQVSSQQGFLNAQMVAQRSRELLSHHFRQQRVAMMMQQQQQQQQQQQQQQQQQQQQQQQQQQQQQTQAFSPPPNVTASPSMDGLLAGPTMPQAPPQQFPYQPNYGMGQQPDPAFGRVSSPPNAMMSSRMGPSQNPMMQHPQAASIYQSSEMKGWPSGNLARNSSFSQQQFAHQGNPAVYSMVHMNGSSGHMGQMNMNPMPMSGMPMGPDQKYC
LRH-1 inv ag: suppresses constitutive activity of human LRH-1. AID 602396. inhibition, % at 3.6 µM. hit rate 0.13% among 360,000. HEK293T StAR-luciferase reporter, LRH-1 transfected, 24 h;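 active = inhibition above the mean inhibition of all tested compounds plus 3 SD, cut at about 73% in these data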;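 note: 0% = DMSO wells and 100% = reporter-only cells lacking LRH-1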
CF NFkB block: cystic fibrosis NF-kB activation inhibition; KKLEB NF-kB-GFP reporter, PAF-induced, GFP fluorescence overnight; hit rate 0.86% among 360,000; inhibition, % at 5 µM;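 active = at least 50% inhibition at 5 µM, scaled per plate between neutral and stimulator controls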;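 note: PAF is a Pseudomonas aeruginosa culture filtrate used as stimulus; plate controls were PAF-stimulated DMSO wells for no effect and unstimulated DMSO wells for full effect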
TWEAK Fn14 block: inhibitors of TWEAK-Fn14 interaction signaling. AID 1159606. TWEAK-stimulated Fn14 reporter cells, luciferase luminescence, 8 h. inhibition, % at 10 µM. hit rate 2% among 360,000; in the data active = inhibition above about 50%
LMP1 NFkB inh: Epstein-Barr LMP1 NF-kappaB reporter inhibition; LMP1-induced NF-kappaB luciferase reporter cells, luminescence; inhibition, % at 12.5 µM; hit rate 0.69% among 350,000; AID 504558; in the data active = inhibition above about 41%;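 note: 0% = neutral control wells and 100% = reference inhibitor control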
NR2F2 inh: inhibitors of human COUP-TFII (NR2F2) | P24468 | HEK293T NGFI-A luciferase reporter, luminescence | inhibition, % at 8.6 µM | hit rate 0.7% among 370,000;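 active = inhibition above a per-plate cutoff, mean inhibition of test wells between control levels plus 3 SD, cut at about 38% in these data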;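 note: cells cotransfected with COUP-TFII expression vector driving the NGFI-A reporter; 0% = median of COUP-TF2 test wells and 100% = reporter-only cells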
TROY NFkB inh: inhibitors of TROY-dependent NF-kB signaling. Q293 LMP1-TROYcd NF-kB luciferase reporter, 4 h. inhibition, % at 10 µM. hit rate 0.98% among 360,000;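 active = compounds whose plate-normalised and pattern-corrected inhibition of the luciferase reporter signal at the single screening dose is 50% or more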
SRC2 inh: inhibits human steroid receptor coactivator 2. Q15596. HEK293 GAL4-SRC2 luciferase reporter, luminescence. inhibition, % at 9 µM. hit rate 0.17% among 370,000. AID 651957;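 active = inhibition above the mean inhibition of all tested compounds plus 3 SD, set per campaign, cut at about 52% in these data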;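 note: 0% = DMSO treated cells and 100% = cells given Gossypol at 36 µM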
The depositor's hits bear a star; x = no result given. The order is random; about 4.2% have a hit in one of these screens.

SMILES | NCOA1 inh | TRAIL sens C8 | KKLEB tox | NCOA3 inh | LRH-1 inv ag | CF NFkB block | TWEAK Fn14 block | LMP1 NFkB inh | NR2F2 inh | TROY NFkB inh | SRC2 inh
Cc1nn(-c2ccccc2)c(N2CCCC2)c1/C=N/NC(=S)Nc1ccccc1F | -1 | 22 | -5 | -39 | -43 | 16 | 26 | -4 | -7 | 64* | -32
CCOc1cc2c3c(c1)C1(C(=O)N3C(C)(C)CC2C)C(C#N)=C(N)N2C(=C1C#N)Nc1ccccc12 (centres undefined) | 2 | 25 | 10 | 8 | -1 | -15 | 10 | 1 | -5 | 6 | -4
CC1=CC(C)C(CN(CCC[N+](C)(C)C)C(=O)Nc2ccccc2)C(C)C1 (centres undefined) | 2 | 2 | 10 | 27 | -1 | -1 | 16 | 3 | -24 | 5 | -1
Cc1ccc(OCCC(=O)OCC(=O)c2ccc3c(c2)NC(=O)CO3)cc1 | 6 | -6 | -7 | 13 | -22 | 1 | 1 | 1 | -1 | 23 | -6
CCOc1ccccc1CN1CCN(C2CCSCC2)CC1CCO (centres undefined) | -4 | 7 | -8 | -7 | 9 | -1 | 9 | 1 | -3 | 16 | -37
Cc1ccc(-c2noc(CSc3nnc(CCc4ccccc4)n3-c3ccccc3)n2)cc1 | 13 | 5 | 20 | -2 | 6 | 13 | 26 | 9 | 21 | 27 | -2
COc1ccccc1-c1noc(CCC(=O)N2CCN(c3cc(C)ccc3C)CC2)n1 | 3 | -2 | 19 | 9 | 9 | -35 | 35 | 1 | -3 | 28 | -10
COc1cc(C(c2nnnn2C(C)(C)C)N2CCN(c3nc4ccccc4s3)CC2)ccc1O (centres undefined) | -10 | -4 | 1 | -11 | -1 | -7 | 4 | 2 | 10 | -7 | 7
COc1ccc(Br)cc1-c1noc(-c2ccncc2)n1 | -1 | -3 | -2 | -10 | -7 | -1 | -1 | 4 | -10 | -11 | 6
CC(Sc1nnnn1C)C(=O)Nc1ccc(N2CCOCC2)cc1 (centres undefined) | -15 | -37 | -16 | -24 | -1 | -5 | -20 | -11 | 6 | 0 | -43
COc1ccc(OC)c(NC(=O)CC2C(=O)NCCN2C(=O)c2ccccc2)c1 (centres undefined) | -5 | -2 | -2 | -8 | -3 | 4 | -2 | -1 | -10 | 12 | -5
COc1ccc(OCC(O)CN(C2CCCCC2)C2CCCCC2)cc1 (centres undefined) | -6 | 2 | -3 | 13 | 9 | -11 | -26 | 6 | 2 | -19 | -5
O=C(COC(=O)c1ccccc1OCc1ccc(F)cc1)NCC1CCCO1 (centres undefined) | 2 | 5 | 8 | -23 | -29 | -6 | -5 | -4 | -5 | -11 | -8
Cc1ccc(Nc2nnc(C)c(=O)[nH]2)cc1 | -9 | 3 | 13 | 11 | 3 | 2 | -3 | -1 | -3 | -6 | -11
COC(=O)c1sc(NC(=O)c2ccco2)nc1C | -16 | 12 | 1 | -8 | -19 | 7 | 12 | -16 | 2 | -23 | 5
O=C(Nc1cc(Cl)ccc1-n1cncn1)c1cncc(Br)c1 | -13 | 4 | 0 | -14 | -14 | -13 | 11 | -10 | 6 | -18 | -27
C=CCc1cccc2cc(C(=O)Nc3ccc(F)cc3)c(=O)oc12 | -20 | -1 | 3 | 9 | 26 | -19 | -19 | -11 | -22 | -47 | 6
Cn1c(/C=C/N2CCOCC2)c(C(=O)c2ccc(Br)cc2)c(=O)n(C)c1=O | 2 | -11 | -4 | 3 | 15 | 3 | 14 | -6 | -12 | 26 | -25
CC(C)n1c(NCc2cc(Cl)ccc2O)nc2ccccc21 | -17 | -9 | -1 | -19 | 2 | -14 | 15 | 6 | 18 | 13 | 0
CCC(C)[C@H](NC(=O)[C@@H]1Cc2ccccc2CN1)C(=O)NCc1ccc(OC)cc1 (some centres undefined) | 3 | -15 | 2 | -6 | 7 | -16 | 17 | 0 | 7 | -6 | -2
C=CCn1c(SCC(=O)N2CCCC2=O)nc2sc(CC)cc2c1=O | -12 | -4 | -3 | 4 | 23 | 5 | 24 | 3 | -8 | 12 | -1
COCc1cc([C@@H]2C[C@H]3CN(c4ccccc4)C(=O)[C@]34CCCN24)ccc1OC | 6 | 2 | 0 | 18 | -15 | 6 | -18 | 9 | 3 | 3 | 9
Cc1ccc(N2C(=O)CSC2c2cccnc2)cc1F (centres undefined) | 7 | 0 | 0 | 1 | -15 | -4 | 14 | -11 | -4 | -9 | -24
COc1ccc(CNC(=O)c2cccc3c(-c4cnn(C)c4)coc23)cc1OC | 22 | 20 | -11 | 23 | 42 | 19 | 45 | x | 62* | 42 | 11
COCCn1c(SCC(=O)c2c(N)n(C3CC3)c(=O)[nH]c2=O)nnc1-c1cccc(C)c1 | -28 | -16 | 1 | -12 | -3 | 4 | 14 | 2 | -14 | 12 | -35
O=C1CSC(=S)N1/N=C/C=C/c1ccccc1 | -26 | 5 | 8 | -7 | -11 | -30 | 9 | 0 | 1 | -42 | -12
CC(=O)Nc1ccc(CN(C)c2c(C)nc3ccc(C(=O)NCCc4ccccn4)cn23)cc1 | -46 | 18 | -9 | 1 | 7 | -12 | 6 | x | -3 | 6 | -10
O=S(=O)(CCc1ccccc1)CS(=O)(=O)CCc1ccccc1 | -9 | 11 | -7 | -8 | 1 | -22 | 9 | 1 | 0 | 7 | 9
C[C@H]1COc2cc(N3CCC[C@H]3CO)ccc2S(=O)(=O)N1 | x | 8 | x | x | -14 | x | 2 | x | 9 | 7 | -28
C=CCn1c(C(CCCC)CC(O)COCC(C)C)n[nH]c1=S (centres undefined) | -12 | -1 | 6 | 4 | 0 | -4 | -18 | 9 | -7 | 17 | -30
Cc1ccccc1Nc1nnc(SCC(=O)NCC2CCCO2)s1 (centres undefined) | -27 | -12 | -15 | 4 | 14 | 6 | 8 | -3 | 16 | 4 | -40
COc1cc(CN2CCN(c3ccccc3F)CC2)cc(OC)c1O | -14 | 11 | -24 | 11 | 18 | 17 | -5 | 2 | -17 | 12 | -21
CC(C)(C)c1cc(C(F)(F)F)c(C#N)c(=O)[nH]1 | -13 | -1 | 9 | 31 | -4 | -4 | -8 | 4 | 8 | 0 | -13
CCOc1ccc(Cl)cc1S(=O)(=O)n1nnc2ccccc21 | -22 | -9 | 10 | -1 | 13 | -12 | 8 | -4 | 2 | 3 | 15
COc1ccc2c3n([n+]([O-])c2c1)CCN=C3c1cc(Cl)c(N)c(Cl)c1 | -19 | -2 | 4 | -35 | 13 | -14 | -12 | -5 | 12 | -47 | -18
CCOc1ccc(N(CC(=O)NCc2ccc3c(c2)OCO3)C(=O)c2csnn2)cc1 | -38 | 13 | -1 | -24 | -12 | 1 | 0 | -17 | 11 | -28 | -8
CCc1cc(=O)oc2cc(OCC(=O)NCCN3CCOCC3)c(Cl)cc12 | 2 | -6 | -17 | 2 | 39 | 8 | -4 | -1 | 14 | 7 | 4
CCn1cc(C(=O)NCC2CCCO2)c(=O)c2cc(S(=O)(=O)N3CCCCC3)ccc21 (centres undefined) | 1 | -2 | -2 | 6 | 13 | -5 | 19 | -1 | 8 | -10 | 14
C/C(=C\C(=O)OCC(=O)NCc1ccccc1)C(=O)OCC(=O)NCc1ccccc1 | 2 | -12 | 1 | 1 | -31 | 2 | 2 | 2 | 6 | 19 | 4
Cc1c2cnn(CC(=O)Nc3c(F)c(F)cc(F)c3F)c(=O)c2c(C)n1Cc1ccccc1F | -14 | -2 | -7 | -15 | -29 | 24 | -3 | 2 | 7 | 1 | -4
CCCCNC(=NCc1cccc(C(F)(F)F)c1)Nc1ccccc1 | -3 | 6 | -8 | 18 | 11 | 11 | -7 | 5 | 4 | -8 | -2
CC(C)C[C@H]1CN([C@@H](Cc2ccc(O)cc2)CN2CCC[C@@H]2CN2C(=S)NC[C@@H]2Cc2ccccc2)C(=S)N1CC1CCCCCC1 | 18 | -7 | -6 | 8 | 7 | 3 | 27 | x | 5 | -3 | -5
O=C(O)c1ccc(Cl)c(NCc2ccncc2)c1 | -5 | -12 | -6 | 7 | -3 | 20 | 1 | 3 | 2 | -1 | 0
Cn1ccnc1C(O)c1cccc(OCc2ccccc2)c1 (centres undefined) | 0 | -8 | 7 | 11 | -19 | 6 | 0 | -6 | 12 | -13 | -1
O=C(COC(=O)CSc1ccc(F)cc1)NCCCc1ccccc1 | 4 | 11 | 4 | -2 | -8 | 16 | -29 | 3 | 9 | -18 | -13
CCOc1cccc(CN(C)CC2CCCN(CCc3ccc(Cl)cc3)C2)c1O (centres undefined) | 8 | -1 | -4 | 2 | 8 | -8 | 19 | 25 | -7 | -16 | 14
Oc1ccc(CNC2CCCCC2)cc1 | 2 | 5 | 0 | 6 | 10 | 8 | -15 | 4 | 8 | 19 | -15
COc1ccc(-c2cc(NC=O)c3ncc(-c4cccc(C(C)=O)c4)n3c2)cc1 | -8 | 0 | -2 | -1 | -4 | -1 | 20 | x | -4 | -6 | -29
O=[N+]([O-])/C=C/c1cn(Cc2ccc(F)cc2)c2ccccc12 | 5 | 10 | -3 | -17 | 12 | -2 | 19 | 13 | 19 | 7 | -20
COc1ccc(-c2nc3ccccc3c(=O)n2CCCn2ccnc2)cc1 | 1 | -4 | -2 | -11 | 2 | 9 | 22 | 5 | -1 | 1 | -9
CCOc1cc(N2CCOCC2)c(OCC)cc1NC(=O)c1cc(S(=O)(=O)N2CCOCC2)ccc1F | -3 | 23 | -19 | 8 | -16 | -14 | 1 | -5 | 9 | 17 | -8
Fc1ccc2[nH]c3c(Cl)ncnc3c2c1 | 17 | -14 | -3 | 18 | 5 | -16 | -4 | 3 | 0 | -9 | -4
CCC1CCCCN1CCCNC(=O)C1CCCN(c2ncnc3c2nc2n3CCCCC2)C1 (centres undefined) | 4 | -5 | 6 | 13 | -10 | 10 | 9 | -7 | 9 | -8 | -17
c1cc2cc(-c3c(-c4ccc5c(c4)OCO5)noc3-c3ccsc3)ccc2[nH]1 | -43 | 14 | -38 | -48 | -62 | 16 | -22 | -48 | -6 | -52 | -27
Cc1ccc(C(=O)NNC(=O)OC(C)(C)C)c(Cl)c1 | -18 | 3 | -5 | -22 | -35 | 2 | -13 | 1 | -6 | -11 | -36
COc1cc(CC(=O)NCCc2ccc(S(N)(=O)=O)cc2)cc(OC)c1OC | 10 | -10 | -1 | 5 | 2 | 8 | 11 | 2 | 14 | -7 | -23
COC(=O)c1ccc(/C=N/NC(=S)NC(C)C)cc1 | 16 | 5 | -2 | 2 | -11 | 12 | -8 | 7 | 10 | -19 | 0
COc1ccccc1C(=O)Nc1ccc(NC(=O)C2CCCCC2)nc1 | 13 | 23 | -2 | -8 | -16 | 2 | -11 | -3 | -3 | -9 | -12
CC(=O)Nc1ccc(SCC(=O)Nc2cc(C)on2)cc1 | -26 | -18 | 6 | -2 | 9 | -12 | -12 | -8 | -28 | -2 | -53

Screening data deposited in PubChem BioAssay by several laboratories.
